Anesthetic bind = candidate novel general anesthetic via apoferritin binding; apoferritin/1-aminoanthracene competitive binding, fluorescence; Potency, µM (top dose mostly 77.5 µM), for the others: top-dose activity change, negative = displacement, usual class: inhibitors; 0.074% of 350,000 active; AID 485281; note: potency is the fitted concentration of half-maximal effect; % is set by controls: 0 for no effect and ±100 for the full control effect; nearly all actives have a fitted effect of over 20% in size
Target sequence (P02791 2-175 limits assumed): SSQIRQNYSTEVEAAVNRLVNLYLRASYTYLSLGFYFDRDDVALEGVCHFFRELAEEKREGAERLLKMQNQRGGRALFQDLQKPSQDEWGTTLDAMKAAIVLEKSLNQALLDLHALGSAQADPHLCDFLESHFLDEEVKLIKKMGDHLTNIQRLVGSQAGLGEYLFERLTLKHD
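Apoferritin-based anesthetic binding model; compound displacement of fluorescent 1-AMA measured as endpoint fluorescence after 10 minutes at room temperature, scaled to free-ligand and complex controls.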
LDHA inh = inhibitors of human lactate dehydrogenase A. P00338. purified LDHA, NADH/diaphorase-resazurin fluorescence; stronger effect = lower value. activity change, % (values are at about 110 or 230 µM). 0.15% of 480,000 active; in the data active = activity change below about -30%; inconclusive = mostly about -25% to -30%;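 note: plate controls were DMSO wells for no effect and wells without enzyme for full effect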
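Remaining NADH was detected by diaphorase (0.133 mg/mL) converting 37 µM resazurin to fluorescent resorufin, read at 0 and 20 minutes. The preceding 5-minute room-temperature reaction used 2 nM LDHA, 0.2 mM sodium pyruvate and 0.06 mM NADH at pH 7.4.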
POLK inh = DNA polymerase kappa (human) inhibition | Potency, µM (series often up to 107 µM), for the others: top-dose activity, negative = inhibition, most hits filed as inhibitors | 0.53% of 400,000 active | Q9UBT6 | purified Pol kappa, fluorescent DNA synthesis assay, 10 min; note: potency is the fitted concentration of half-maximal effect; % is set by controls: 0 for no effect and ±100 for the full control effect
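50 nM final substrate added after 15 min RT preincubation of 10 nM Pol kappa with compound; fluorescence read at 0 and 10 min.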
POLI inh = inhibitors of human DNA polymerase iota; Pol iota fluorescent replication assay, 10 min; Potency, µM (highest dose often 115 µM), for the others: top-dose activity, negative = inhibition, actives largely listed as inhibitors; AID 588590; 1% of 390,000 active; Q9UNA4; note: potency is the fitted concentration of half-maximal effect
Target sequence (Q9UNA4 whole entry, looked up): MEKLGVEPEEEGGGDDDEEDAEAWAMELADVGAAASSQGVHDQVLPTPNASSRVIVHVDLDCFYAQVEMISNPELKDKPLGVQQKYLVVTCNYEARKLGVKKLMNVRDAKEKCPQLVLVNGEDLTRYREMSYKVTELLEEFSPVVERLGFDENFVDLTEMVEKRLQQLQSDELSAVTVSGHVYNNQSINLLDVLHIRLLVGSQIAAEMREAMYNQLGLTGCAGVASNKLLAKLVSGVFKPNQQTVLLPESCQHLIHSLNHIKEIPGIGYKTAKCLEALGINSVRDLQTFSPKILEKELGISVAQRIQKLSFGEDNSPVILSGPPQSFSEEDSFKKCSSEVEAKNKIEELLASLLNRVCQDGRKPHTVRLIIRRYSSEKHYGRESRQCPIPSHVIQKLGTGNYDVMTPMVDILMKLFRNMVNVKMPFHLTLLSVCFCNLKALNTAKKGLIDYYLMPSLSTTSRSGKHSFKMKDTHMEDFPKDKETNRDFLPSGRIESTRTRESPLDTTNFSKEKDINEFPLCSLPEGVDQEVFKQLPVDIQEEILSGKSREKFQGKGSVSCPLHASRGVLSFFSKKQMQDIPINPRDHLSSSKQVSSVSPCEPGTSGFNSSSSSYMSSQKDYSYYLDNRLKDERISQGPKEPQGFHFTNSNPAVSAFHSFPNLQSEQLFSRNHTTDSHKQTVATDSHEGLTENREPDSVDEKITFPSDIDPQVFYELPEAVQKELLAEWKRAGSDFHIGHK
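Pol iota at 10 nM preincubated 15 min with compounds at room temperature; reaction started with fluorescent substrate, 50 nM final. Fluorescence read kinetically at 0 and 10 min; buffer-only wells as negative control.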
Pol beta inh = blocks human DNA polymerase beta activity | Pol beta primer extension/strand displacement, fluorescence kinetic | 1.3% of 340,000 active | P06746 | AID 485314 | Potency, µM (highest dose often 114 µM), for the others: at the highest dose activity change, negative = inhibition, usual class: inhibitors; note: potency is the fitted concentration of half-maximal effect; % is set by controls: 0 for no effect and ±100 for the full control effect
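10 nM enzyme + cpd, 15 min RT; start with substrate 50 nM final; read 0 min and after 10 min RT. Corrected, normalized data; 4-parameter Hill curve fit.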
APE1 inh = APE1 (human) endonuclease inhibition. P27695. 0.35% of 350,000 active. recombinant APE1, TAMRA/BHQ-2 abasic DNA cleavage fluorescence. Potency, µM (doses to about 65.8 µM), for inactives: top-dose activity change, negative = inhibition, most hits filed as inhibitors. AID 2517;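 note: potency is the fitted concentration of half-maximal effect; plate controls were vehicle for no effect and reference inhibitor for full effect; nearly all actives have a fitted effect of over 55% in size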
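Measures dequenching upon AP-site incision of a 5'-TAMRA/3'-BHQ-2 THF-containing duplex, 50 nM; human APE1 0.75 nM after 15 min room-temperature exposure to compound; kinetic three-point read at one-minute spacing.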
Pol eta inh = inhibitors of human DNA polymerase eta. recombinant Pol eta, fluorescent DNA replication assay. Potency, µM (series often up to 114 µM), for inactives: at the top dose activity change, negative = inhibition, usual class: inhibitors. 1.2% of 390,000 active. AID 588591; note: potency is the fitted concentration of half-maximal effect; % is set by controls: 0 for no effect and ±100 for the full control effect
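Pol eta at 10 nM preincubated with compounds 15 min at room temperature; reaction started with fluorescent substrate (50 nM final) and read kinetically at 0 and 10 min.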
BLM inh = Bloom syndrome helicase (human) inhibition. P54132. recombinant BLM DNA unwinding, fluorescence dequenching. Potency, µM (series often up to 56.1 µM), for inactives: top-dose activity change, negative = inhibition, most hits filed as inhibitors. 0.2% of 350,000 active. AID 2528;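 note: potency is the fitted concentration of half-maximal effect; plate controls were vehicle for no effect and no enzyme for full effect; nearly all actives have a fitted effect of over 35% in size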
Glioma ERSR ind = ER stress response induction in glioma | U87-MG GRP78 promoter luciferase reporter, 16 h | Potency, µM, inactives show at the highest dose activation, usual class: activators | 0.02% of 420,000 active | AID 602332; note: potency is the fitted concentration of half-maximal effect; series mostly up to about 76 µM; % of control where 0% means no effect; nearly all actives have a fitted effect of over 35% in size
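ERSR induction read as luciferase luminescence (Bright-Glo, 10 min at room temperature) in stably transfected human U87-MG glioma cells exposed to compounds for 16 h, using GRP78 as sensor.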
* hit, by the source's call; ? = inconclusive; / = no result given; & = joins results of further samples; [ ] = another dose, or the depositor's remark. Unless noted, calls come from the whole dose curve; as a rule, active = well fitted curve in the direction sought with a large enough effect; inconclusive = small, poorly fitted or top-dose-only effect, or another doubt; inactive = no such curve, though single readings can be large; an effect the other way counts as inactive or inconclusive. These rows are one share of the data, so the mix of outcomes need not match the whole.

SMILES	Anesthetic bind	LDHA inh	POLK inh	POLI inh	Pol beta inh	APE1 inh	Pol eta inh	BLM inh	Glioma ERSR ind
CCOc1ccc(NC(=O)CC2C(=O)N(c3ccccc3)C(=O)N2C2CCCC2)cc1 (stereo unspecified)	-6%	2	2%	-4%	10%	/	-11%	-3%	-3%
C/C(=N/OC(=O)c1ccc(C)cc1)c1cccs1	-12%	-11	-11%	10%	-12%	-2%	-2%	0%	6%
CCCOc1ccc(C(=O)Nc2cccnc2)cc1	-9%	-2	1%	-16%	0%	-9%	-6%	-1%	-4%
Cc1nn(-c2ccccc2)c(-c2ccccc2[N+](=O)[O-])c1C(=O)O	-10%	-3	-1%	-3%	16%	-1%	-8%	-2%	-4%
COc1cccc(CNCc2c(C(=O)O)c(C)n(Cc3ccc(F)cc3Cl)c2C)c1OC	-10%	2	-4%	-1%	16%	/	-10%	2%	-2%
Cc1c(Cl)cccc1NC(=O)CC1Sc2ccccc2NC1=O (stereo unspecified)	8%	-2	-7%	19%	-12%	3%	-21%	-5%	1%
NC(=O)CSc1ccc(Br)cc1	8%	-5	-9%	-11%	2%	2%	-14%	-9%	1%
CN(C)CCOCCP(=O)(c1ccccc1)c1ccccc1	-8%	-13	-19%	6%	35%	2%	-8%	0%	-3%
Cc1ccc(CNC(=O)c2sc3nc4n(c(=O)c3c2C)CCCCC4)cc1	2%	-6	6%	11%	10%	/	-9%	-7%	1%
CC(=O)N1CCN=C1SCc1ccc(Cl)cc1	-6%	4	7%	30%	-14%	1%	-2%	3%	0%
Cn1c(=O)c2c(nc(NCCNC(=O)c3ccco3)n2Cc2ccccc2Cl)n(C)c1=O	-6%	2	-11%	5%	25%	1%	0%	-1%	-2%
CCOc1cccc(/C=N/Nc2ccc(S(=O)(=O)N(CC)CC)cn2)c1O	-13%	-3	-4%	4%	2%	-1%	-4%	-2%	-7%
O=[N+]([O-])c1cc(C(F)(F)F)ccc1Cl	/	-4	2%	6%	/	-2%&0%	0%	/	6%
CCCCCCCCCCOC(=O)Cn1c(COc2cccc(C)c2)[n+](C)c2ccccc21	?	3	3%	12%	8%	11%	-3%	5%	-8%
Cc1ccc(NC(=O)COC(=O)c2sccc2C)cc1S(=O)(=O)N1CCOCC1	-5%	-4	1%	43%[activator]	-8%[57.1 µM]	1%	-8%	-9%	2%
O=C(Nc1ccccc1Cl)c1cc(S(=O)(=O)N2CCC3(CC2)OCCO3)ccc1F	5%	-4&1	-7%[60.1 µM]	2%	27%	/	-19%&-7%	-1%	-4%&-3%
CC(C)(C)C(=O)OC1=CN(Cc2ccccc2)S(=O)(=O)c2ccccc21	1%	-2	-2%	14%	16%	/	-16%	-9%	-1%
O=C(Nc1ccc2nc(SCC(=O)N3CCc4ccccc43)sc2c1)c1ccccc1	46%[activator]	-2	2%	2%	-2%	/	2%	-3%	0%
Cc1ccc(NC(=S)NCC2CCN(C(C)c3ccccc3)C2)cc1 (stereo unspecified)	-13%	-4	4%	41%[activator]	35%	-2%	-4%	-3%	1%
CCCn1c(SCC(=O)Nc2nc3ccccc3s2)nc2c1c(=O)n(C)c(=O)n2C	-7%	-4	-4%	-1%	0%	1%	0%	-4%	0%
COc1ccc(N2CCN(C(=O)c3oc4ccccc4c3NC(=O)c3ccccc3OC)CC2)cc1	22%	7	7%	15%	2%	/	-11%	-5%	-3%
COc1ccc2cc(CCNC(=O)C3CC3)c(=O)[nH]c2c1	-6%	-10	-1%	28%	-14%	-8%	-13%	1%	0%
Cc1ccc(NC(=O)C(C)Sc2nnc(C)n2C2CC2)cc1S(=O)(=O)N1CCOCC1 (stereo unspecified)	/	-7	-1%	16%	/	27%	-16%	/	-2%
COCCNC(=S)N1CCN(c2nc(-c3cccc(OC)c3)cs2)CC1	-13%	-1	-17%	12%	26%	-2%	-17%	-3%	-2%
COc1ccccc1-c1nn2c(-c3cc(C)[nH]n3)nnc2s1	/	4	11%	?	/	/	/	/	-3%
Cn1c(SCc2cccc(C(F)(F)F)c2)nnc1-c1ccco1	-21%	2	4%	-4%	29%	-4%	-12%	-1%	-1%
COc1ccc(Cn2c3ccc(OC)cc3c3nc4ccccc4nc32)cc1	7%	-12	-11%	7%	18%	1%	-11%	3%	-4%
NC(=O)c1nsc(C(=O)N(Cc2ccc(F)cc2)C(C(=O)NCC2CCCO2)c2ccc(O)cc2)c1N (stereo unspecified)	4%	-3	-3%	88%[activator]	9%	-9%	-9%	-2%	-5%
O=C(Nc1ccc(Cl)c(Cl)c1)N(Cc1cccnc1)Cc1ccco1	?	0	-10%	11%	-8%	?	-19%	0%	1%
CN1CCN(C(=O)CN(CCc2ccccc2)S(C)(=O)=O)CC1	-7%	-5	-6%[60.1 µM]	18%	-1%	4%	8%	-4%	-1%
COc1ccc(NC(=O)C2CCCN(S(=O)(=O)c3cccc4cccnc34)C2)c(OC)c1 (stereo unspecified)	-19%	-1	0%	9%	11%	-2%	-18%	2%	-6%
CC(C)CN(C(=O)CSc1nnc2ccccn12)c1c(N)n(CC(C)C)c(=O)[nH]c1=O	-8%	-4	-19%	6%	-12%	0%	4%	-2%	-1%
CC1CCCN(CCC(=O)c2ccc(Br)cc2)C1 (stereo unspecified)	-7%	-9	-3%	1%	-3%	-4%	-8%	2%	-16%
COc1ccc(-c2cc(C(F)(F)F)nc(-n3ccnc3)n2)cc1	-2%	-7	0%	2%	10%	5%	3%	-14%	-3%
O=C(CSc1nnc(NCc2ccccc2)s1)N1CCOCC1	-9%	-13	-5%	5%	25%	11%	-10%	3%	-2%
CCN(C(=O)COC(=O)c1cc(-c2ccccc2)nc2ccc(Br)cc12)C1CCS(=O)(=O)C1 (stereo unspecified)	-3%	3	-17%	124%[activator]	-15%	-3%	-4%	-4%	3%
Cc1ccc(NC(=O)CNC2CCCCC2)cc1Cl	-14%	-5	-9%	14%	0%	32%	3%	-7%	3%
Cc1ccc(CN2CCC(CNC(=O)c3cnn(-c4ccc(C)cc4)c3C3CCN(C(=O)OC(C)(C)C)CC3)CC2)cc1	?	-9	-20%	-13%	-26%	/	-14%	-8%	-7%
COc1ccc(NC(=O)c2cccnc2Sc2ccccc2)c(OC)c1	-3%	-4	-1%	131%[activator]	8%	-2%	-12%	0%	-2%
NS(=O)(=O)c1ccc(CCNC(=O)C2COc3ccccc3O2)cc1 (stereo unspecified)	-4%	-2	7%	-13%	-16%	30%	-4%	-5%	-3%
O=C(COC(=O)c1ccc(O)cc1)Nc1ccc(N2CCCCC2)cc1	?	0	-10%	-4%	-17%	-4%	4%	-2%	4%
COc1ccc(C(c2nnnn2Cc2ccc(F)cc2)N2CCN(c3ccc(OC)cc3)CC2)cc1 (stereo unspecified)	-13%	-2	-3%	6%	4%	-1%	-26%	-8%	-3%
CCOc1ccc(N/C=C\C(=O)c2ccc3c(c2)OCO3)cc1	/	-2	0%	-11%	/	/	0%	/	7%
Cc1cccc(NC(=O)Nc2c(C)n(C)n(-c3ccccc3)c2=O)c1C	-4%	-1	4%	33%[activator]	1%	14%	-6%	3%	-2%
COC(=O)c1ccc(NC(=O)CSc2nc3c(c(=O)n(C)c(=O)n3C)n2Cc2ccccc2)cc1	-10%	-3	-9%	23%	-22%	/	-23%	-2%	-5%

Arranged by formula weight (low to high): some entries from above.
SMILES	Anesthetic bind	LDHA inh	POLK inh	POLI inh	Pol beta inh	APE1 inh	Pol eta inh	BLM inh	Glioma ERSR ind
O=C(COC(=O)c1ccc(O)cc1)Nc1ccc(N2CCCCC2)cc1	?	0	-10%	-4%	-17%	-4%	4%	-2%	4%
COc1ccc(NC(=O)c2cccnc2Sc2ccccc2)c(OC)c1	-3%	-4	-1%	131%[activator]	8%	-2%	-12%	0%	-2%
COc1ccc(NC(=O)C2CCCN(S(=O)(=O)c3cccc4cccnc34)C2)c(OC)c1 (stereo unspecified)	-19%	-1	0%	9%	11%	-2%	-18%	2%	-6%
COc1ccc(C(c2nnnn2Cc2ccc(F)cc2)N2CCN(c3ccc(OC)cc3)CC2)cc1 (stereo unspecified)	-13%	-2	-3%	6%	4%	-1%	-26%	-8%	-3%
COC(=O)c1ccc(NC(=O)CSc2nc3c(c(=O)n(C)c(=O)n3C)n2Cc2ccccc2)cc1	-10%	-3	-9%	23%	-22%	/	-23%	-2%	-5%

The results go on.
SMILES	Anesthetic bind	LDHA inh	POLK inh	POLI inh	Pol beta inh	APE1 inh	Pol eta inh	BLM inh	Glioma ERSR ind
CCCS(=O)(=O)N1CCC(C(=O)NCCC(C)C)CC1	0%	-2	-20%	21%	0%	10%	-5%	-12%	1%
COc1ccccc1CNC(=O)CN1C(=O)NC2(CCCc3sccc32)C1=O (stereo unspecified)	/	0	0%	20%	/	19%	-14%	/	-1%
COc1cc([N+](=O)[O-])ccc1N=Nc1c(N)[nH]n(-c2ccccc2)c1=O	-15%	3	-13%	77%[activator]	3%	-9%	3%	-7%	1%
COC1(C)CC2C(CC1OC(=O)c1cc([N+](=O)[O-])cc([N+](=O)[O-])c1)C2(C)C (stereo unspecified)	4%	1	-3%	52%[activator]	11%	3%	-24%	-6%	-3%
FC(F)(F)c1cnc(Oc2ccccc2-c2nnco2)c(Cl)c1	-22%	-3	2%	7%	3%	16%	0%	-2%	6%
Cc1cc(N(CN2CCCC2=O)C(=O)c2ccccc2)no1	-8%	0	-12%	28%	13%	0%	0%	2%	-1%
O=C(CCC(=O)N1CCN(Cc2ccc(F)cc2)CC1)Nc1nnc(C(F)(F)F)s1	-6%	-2	-13%	0%	-1%	12%	-3%	0%	-1%
O=C(CSc1nncn2c1cc1occc12)Nc1ccc(F)c(Cl)c1	?	0	0%	-12%	-11%	/	13%	1%	-5%
CC1(C(=O)N2CCC(CO)(Cc3cccc(C(F)(F)F)c3)CC2)CC1	-8%	-1	12%	8%	0%	34%	-10%	-1%	2%
Cc1ccccc1-c1nn(-c2ccc(F)cc2F)cc1CNCC(C)O (stereo unspecified)	-10%	-1	3%	22%	23%	2%	-22%	1%	0%

Screens from PubChem.
